GAA glycogen mod = qHTS Assay for Inhibitors and Activators of Human alpha-Glucosidase Cleavage of Glycogen; Lysosomal alpha-glucosidase (Homo sapiens), P10253; recombinant GAA, glycogen substrate, Amplex Red glucose oxidase fluorescence; Potency, µM (titrated, usually from 76.4 µM), for the others: top-dose activity change, negative = inhibition, hits mostly inhibitors; hit rate 0.38% among 300,000; AID 2100, 2009;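 note: 0% = full enzyme reaction and -100% = no-enzyme basal signal; the screen sought inhibitors and activators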
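Recombinant human enzyme (4 nM); glycogen substrate; 37 C, 40 min, pH 5.0. Readout: coupled glucose oxidase/Amplex Red fluorescence.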
RGS12 GoLoco inh = qHTS Assay for Inhibitors of RGS12 GoLoco Motif Activity (Red Fluorophore). hit rate 0.44% among 230,000. Potency, µM (top dose mostly 61.6 µM), for inactives: at the highest dose activity, negative = inhibition, actives largely listed as inhibitors. Guanine nucleotide-binding protein G(i) subunit alpha-1 (Homo sapiens), P63096. AID 880, 2007. Gai1:RGS12 GoLoco peptide FP, rhodamine, 10 min; active = well fitted inhibition curve with a large enough effect, not every such curve was filed as active; inactive = no such curve, though single readings can be large or run the other way; note: % is set by controls: 0 for no effect and ±100 for the full control effect; nearly all actives have a fitted effect of over 30% in size; many of its hits are not listed in these tables
SMN2 splice enh = qHTS Assay for Enhancers of SMN2 Splice Variant Expression. hit rate 2.8% among 210,000. AID 1458, 2008. Potency, µM (series often up to 46.1 µM), inactives show at the top dose activity change, positive = activation, actives largely listed as activators. HEK293 SMN2-luciferase splicing reporter, luminescence, 30-36 h; note: % of control where 0% means no effect; nearly all actives have a fitted effect of over 55% in size
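qHTS luciferase splicing reporter: luminescence rises when SMN2 exon 7 is included in transfected HEK293 cells. Compound exposure lasted 30-36 h at 37C, with 4.5 mM final sodium butyrate as control, followed by a ONE-Glo read.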
GAA inhib = qHTS Assay for Inhibitors of Human alpha-Glucosidase as a Potential Chaperone Treatment of Pompe Disease | hit rate 0.005% among 200,000 | Potency, µM (highest dose often 76.9 µM), without a hit: at the top dose activity change, negative = inhibition, actives largely listed as inhibitors | Lysosomal alpha-glucosidase (Homo sapiens), P10253 | purified human GAA, 4-MU-alpha-glucoside fluorescence;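 note: plate controls were uninhibited enzyme wells for no effect and no-enzyme background for full effect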
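Fluorescence at Ex 365/Em 440 nm from 4-methylumbelliferone reported enzyme activity after 20 min at room temperature. Reactions used 4 nM enzyme and 400 uM substrate at pH 5.0; curves fitted with the Hill equation.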
GLA spleen mod = qHTS Assay for Inhibitors and Activators of Human alpha-Galactosidase From Spleen Homogenate. Alpha-galactosidase A (Homo sapiens), P06280. human spleen homogenate, 4MU-alpha-Gal fluorescence, 40 min. Potency, µM (titrated, usually from 80 µM), for inactives: at the highest dose activity change, negative = inhibition, actives largely listed as inhibitors. hit rate 0.008% among 240,000;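 note: 0% = enzyme with vehicle and -100% = no enzyme basal signal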
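Inhibition or activation of alpha-galactosidase in human spleen homogenate is scored by 4-MU fluorescence after 40 min at 37C, pH 5.0, with 1 mM substrate. AC50s come from concentration-response fitted to the Hill equation.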
ALDH1A1 block = qHTS Assay for Inhibitors of Aldehyde Dehydrogenase 1 (ALDH1A1) | Aldehyde dehydrogenase 1A1 (Homo sapiens), P00352 | Purified ALDH1A1, NADH fluorescence, propionaldehyde substrate | Potency, µM (doses to about 75.3 µM), inactives show at the top dose activity, negative = inhibition, hits mostly inhibitors | hit rate 7.3% among 220,000 | AID 1030, 2008; active = well fitted inhibition curve with a large enough effect, not every such curve was filed as active; inconclusive = small, poorly fitted or top-dose-only effect, or another doubt; inactive = no such curve, though single readings can be large or run the other way;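 note: plate controls were no enzyme wells and a reference inhibitor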
Target sequence (P00352 whole entry, looked up): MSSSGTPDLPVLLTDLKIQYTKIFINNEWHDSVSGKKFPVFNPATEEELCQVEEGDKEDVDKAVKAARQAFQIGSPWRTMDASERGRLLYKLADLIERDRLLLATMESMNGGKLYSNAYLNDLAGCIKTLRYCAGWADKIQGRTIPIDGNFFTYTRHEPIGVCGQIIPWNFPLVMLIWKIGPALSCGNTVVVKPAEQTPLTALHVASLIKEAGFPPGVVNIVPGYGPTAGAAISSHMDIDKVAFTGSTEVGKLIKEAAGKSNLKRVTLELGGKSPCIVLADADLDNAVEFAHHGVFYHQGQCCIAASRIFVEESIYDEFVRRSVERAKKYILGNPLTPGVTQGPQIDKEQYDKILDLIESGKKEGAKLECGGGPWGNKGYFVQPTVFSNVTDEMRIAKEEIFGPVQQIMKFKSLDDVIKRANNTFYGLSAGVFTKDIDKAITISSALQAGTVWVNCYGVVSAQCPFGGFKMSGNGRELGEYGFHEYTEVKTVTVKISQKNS
KDM4E inh = qHTS Assay for Inhibitors of Human Jumonji Domain Containing 2E (JMJD2E); Lysine-specific demethylase 4E (Homo sapiens), B2RXH2; JMJD2E catalytic domain, FDH-coupled NADH fluorescence (FDH is formaldehyde dehydrogenase); Potency, µM (titrated, usually from 57.1 µM), for the others: top-dose activity change, negative = inhibition, actives largely listed as inhibitors; hit rate 1.6% among 230,000; AID 2147, 2009; active = well fitted inhibition curve with a large enough effect, not every such curve was filed as active; inconclusive = small, poorly fitted or top-dose-only effect, or another doubt; inactive = no such curve, though single readings can be large or run the other way;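 note: 0% = wells with enzyme and -100% = buffer wells without enzyme; nearly all actives have a fitted effect of over 50% in size; many of its hits are not listed in these tables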
Target sequence (B2RXH2 1-337 limits assumed): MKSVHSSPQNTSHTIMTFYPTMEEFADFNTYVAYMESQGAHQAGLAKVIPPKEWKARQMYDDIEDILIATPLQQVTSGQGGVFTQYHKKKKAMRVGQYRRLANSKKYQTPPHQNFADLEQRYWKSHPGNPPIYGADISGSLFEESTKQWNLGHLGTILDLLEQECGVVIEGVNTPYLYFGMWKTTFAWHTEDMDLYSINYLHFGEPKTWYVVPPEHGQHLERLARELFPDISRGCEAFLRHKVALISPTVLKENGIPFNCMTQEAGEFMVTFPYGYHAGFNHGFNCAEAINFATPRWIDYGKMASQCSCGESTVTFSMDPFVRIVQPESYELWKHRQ
aGlu spleen mod = qHTS Assay for Inhibitors and Activators of Human alpha-Glucosidase From Spleen Homogenate; Lysosomal alpha-glucosidase (Homo sapiens), P10253; human spleen homogenate, 4-MU-alpha-glucoside fluorescence; Potency, µM (highest dose often 79.9 µM), for the others: at the highest dose activity change, negative = inhibition, usual class: inhibitors; hit rate 0.006% among 240,000;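 note: 0% = enzyme with vehicle and -100% = no enzyme basal signal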
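Enzyme source: human spleen homogenate, 1 ug/well. Buffer 50 mM citric acid/K phosphate pH 5.0, 0.01% Tween-20. 4-MU-alpha-glucoside 1 mM; 37 C x 40 min; NaOH/glycine stop; fluorescence.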
Active calls of the source: *; ? = inconclusive; . = no result given; & = joins results of further samples; [ ] = dose if it differs, or a comment. Unless noted, calls come from the whole dose curve; as a rule, active = well fitted curve in the direction sought with a large enough effect; inconclusive = small, poorly fitted or top-dose-only effect, or another doubt; inactive = no such curve, though single readings can be large; an effect the other way counts as inactive or inconclusive. Potency is the fitted concentration of half-maximal effect. An excerpt. The share of hits here may be higher or lower than overall.

| SMN2 splice enh | KDM4E inh | ALDH1A1 block | GAA glycogen mod | RGS12 GoLoco inh | GAA inhib | GLA spleen mod | aGlu spleen mod | mol |
| --- | --- | --- | --- | --- | --- | --- | --- | --- |
| -23% | 8% | 10% | 3% | 7% | 3% | -5% | . | CCCCCn1c(=S)[nH]c2cc(C(=O)N3CCCC3)ccc2c1=O |
| -3% | -8% | -1% | 8% | 11% | 4% | -2% | -2% | CCOC(=O)C1CCN(Cc2nc3ccc(Cl)cc3n2CCO)CC1 |
| -13% | ? | ? | -5% | 14% | 0% | -3% | -2% | NC(=O)CSC1=Nc2ccccc2C2=NC(CC(=O)NCc3cccs3)C(=O)N12 (stereo unspecified) |
| . | 5% | . | 0% | -4% | . | -1% | 0% | O=C(Cc1nnc(NC(=O)Nc2ccccc2)s1)Nc1ccccc1 |
| -9% | 9% | 0% | 5% | -5% | 7% | -4% | -7% | Cc1ccccc1CN1C2=NCCCN2c2ccccc21 |
| ? | -2% | 3% | 2% | 6% | 0% | 0% | 1% | O=C(COC(=O)C1CCC(=O)N1)Nc1ccc(Oc2ccccc2)cc1 (stereo unspecified) |
| 22µM* | ? | ? | 9% | 11% | 1% | 15% | 5% | C=CCNc1nc(NCc2ccccc2)c(C#N)c2c1CN(C)CC2 |
| 35µM* | ? | ? | -20% | 6% | -2% | -3% | -10% | Cc1nc2nc(-c3ccco3)nn2c(C)c1Cl |
| -4% | 0% | -7% | 1% | 17% | 0% | 4% | 9% | CC(C)=C(C#N)c1nc2ccccc2s1 |
| 12% | 9% | -4% | -1% | 2% | -3% | 2% | 0% | O=C(NC1CCS(=O)(=O)C1)c1cccc(S(=O)(=O)N2CCOCC2)c1 (stereo unspecified) |
| 4% | 0% | 13% | -15% | 3% | 1% | 5% | 4% | Nc1ccc(Br)cc1C(NCC(=O)O)c1ccccc1 (stereo unspecified) |
| 0% | . | -1% | . | 2% | . | 0% | 0% | CC(=O)Nc1ccc(C)cc1 |
| -12% | -5% | -12% | -5% | -6% | -6% | -4% | -15% | CC(C)c1ccccc1NC(=O)COC(=O)c1ccc(Cl)c(S(=O)(=O)N2CCCCCC2)c1 |
| -3% | 0% | 12% | -28% | 0% | -3% | -9% | 4% | COc1ccc2c(c1)c(C(=O)N/N=C/c1cccc(O)c1)c(C)n2C |
| 12% | 2% | -3% | 5% | 1% | 2% | 5% | 2% | O=C1ON=C(c2ccccc2)/C1=C/c1cccnc1 |
| 4% | -5% | 1% | -3% | -4% | -1% | -2% | -4% | COC(=O)C(CC(C)C)NC(=O)CNC(=O)c1ccccc1C (stereo unspecified) |
| 1% | 12% | ? | . | 3% | . | 0% | 0% | CCCC[C@@H]1C[C@H]1C(NC(=O)c1ccc(C(F)(F)F)cc1)c1ccc(C(=O)OC)cc1 (stereo partly specified) |
| -9% | 12% | -1% | 2% | 0% | 7% | -4% | -5% | CCc1ccccc1NC(=O)CN(C)C(=O)CSc1nc2cc(Cl)ccc2s1 |
| -4% | 0% | -9% | 6% | 8% | -5% | 9% | -9% | CN(C)S(=O)(=O)c1ccc(S(=O)(=O)NC2CCOC(C)(C)C2)cc1 (stereo unspecified) |
| -29% | 3% | ? | -7% | 2% | -1% | 0% | -16% | Nc1ccc(Oc2ccc3nc(-c4ccccc4)c(-c4ccc([N+](=O)[O-])cc4)nc3c2)cc1 |
| -13% | -5% | -4% | -1% | 38%[activator] | 10% | 4% | 1% | COc1ccc2nc(SC)c(C#N)cc2c1 |
| -18% | -3% | ? | -7% | 11% | -4% | 0% | 8% | COc1cnn(-c2ccccc2)c(=O)c1SCc1ccc(Cl)cc1Cl |
| . | -3% | . | -6% | -5% | . | -1% | 0% | Cc1nn(C(C)(C)C)c(C)c1/C=N/OC(=O)Nc1ccc(Cl)cc1 |
| -40%[inhibitor] | 5% | ? | -13% | -7% | -2% | -7% | -9% | COc1cccc(N2CCN(C(c3ccccn3)c3nnnn3C(C)(C)C)CC2)c1 (stereo unspecified) |
| . | 0% | -3% | -10% | 4% | -10% | 1% | -19% | CCc1nc(SCc2ccccn2)[nH]c(=O)c1C |
| -66%[inhibitor] | ? | ? | . | 8% | 1% | 11% | 4% | O=C(c1cc(-c2cccs2)nc2ccccc12)N1CCN(c2ccccc2O)CC1 |
| -24% | 3% | 4% | -3% | 9% | 0% | 2% | 1% | COc1ccc(Cl)cc1NC(=O)CN1CCC(n2nnc3ccccc32)CC1 |
| -19% | 8% | 6% | -4% | 0% | -4% | -1% | -6% | CCN(c1ccccc1)S(=O)(=O)c1ccc(F)cc1C |
| 13µM* | ? | ? | 5% | 145%[activator] | 4% | 20% | -6% | COc1cccc(-c2cn3nc(C)c(C)nc3n2)c1 |
| 6% | -6% | 16% | 3% | 4% | -1% | -5% | -11% | CCN(CC)C(=O)c1cccc(-c2ccc(OC)cc2)c1 |
| 8% | -6% | ? | 10% | 2% | 0% | -2% | -1% | O=C(N/C(=C/c1ccco1)C(=O)N1CCCCCC1)c1cccs1 |
| -21% | -4% | 9% | 7% | 3% | -2% | 1% | 5% | Cc1nn(Cc2ccc(Cl)cc2Cl)c(Cl)c1/C=N/NC(=O)CNc1cccc(C(F)(F)F)c1 |
| 4% | 3% | -3% | -4% | 3% | -6% | 1% | -12% | CC1(C)CC(=O)/C(=C(\O)c2ccccc2)C(=NCCc2ccccc2)C1 |
| -13% | -23% | ? | 3% | 0% | -7% | -8% | -13% | COc1ccc(NC(=O)CSc2c(C)nn(-c3nnc(C)c(=O)[nH]3)c2C)cc1 |
| -2% | ? | ? | -19% | -7% | ? | ? | ? | CCOC(=O)CC1C(=O)NCCN1C(=O)c1cc2c(=O)n3cccc(C)c3nc2s1 (stereo unspecified) |
| ? | -2% | 5% | 6% | 5% | -1% | -4% | -7% | C=CCNC(=O)/C=C/c1ccc(C(C)C)cc1 |
| -29% | 4% | ? | -5% | -14% | 5% | -14% | -6% | COc1cc(C)nc(N2CCCC(C(=O)Nc3cc(Cl)ccc3OC)C2)n1 (stereo unspecified) |
| -2% | -6% | ? | 6% | 8% | -11% | -1% | -2% | COc1ccc(NC(=O)/C=C/c2ccccc2[N+](=O)[O-])c(OC)c1 |
| 6% | 0% | 4% | 4% | 1% | -5% | 4% | -4% | Nc1nnc(CCOc2ccccc2Cl)s1 |
| -7% | ? | ? | 4% | 0% | -5% | 6% | -3% | Cc1cc(C(C)(C)C)ccc1OCCOCCN1CCCC1 |
| -12% | 5% | -5% | -2% | 7% | 6% | 0% | 0% | COc1ccc(NC(=O)CN2CC(c3ccccc3)CC2=O)cc1OC (stereo unspecified) |
| -5% | . | 8% | . | 1% | . | 6% | -4% | OC1CCCCC1 |
| 14% | 2% | 2.5µM* | -5% | 10% | -11% | 7% | -7% | COc1ccc(NC(=S)NNC(=O)C2CC2c2ccc(C)cc2)cc1 (stereo unspecified) |
| -16% | 3% | 6% | -5% | 13% | ? | 3% | 1% | Cc1ccc(S(=O)(=O)N2CCCCC2)cc1NC(=O)COC(=O)Cc1cccc(C(F)(F)F)c1 |
| . | ? | . | 2% | -35% | . | -3% | 1% | CS(=O)(=O)c1ccc2sc(NC(=O)c3cc4ccccc4o3)nc2c1 |
| -4% | -6% | ? | 9% | 5% | -8% | 1% | 8% | Cc1ccccc1C1CC(c2ccccc2)Nc2ncnn21 (stereo unspecified) |
| -1% | 4% | 8% | -6% | 5% | -1% | 4% | -5% | Cn1c(NC(=O)c2ccccc2)c(-c2ccccn2)c(=O)c2ccccc21 |
| -13% | -2% | -4% | 2% | -1% | 5% | 2% | -10% | C=CCn1c(Sc2nncn2C)nc2c1c(=O)[nH]c(=O)n2C |
| 8%&-4% | 5% | 4%&4% | . | -11%&3% | . | 2%&-1% | -8%&0% | COc1ccccc1N1CCN(CCCNc2c(C)c(=O)n(C)c(=O)n2C)CC1 |
| ? | -1% | 0% | -18% | 13% | ? | -1% | -4% | COc1cc(/C=N/Nc2nc3ccccc3s2)ccc1OC(=O)c1ccccc1F |
| -17% | -1% | 15% | 7% | -11% | -8% | 4% | -4% | O=C(O)CCCC(=O)N1CCc2cc(S(=O)(=O)NCc3ccc(F)cc3)ccc21 |
| . | 0% | . | -4% | 8% | . | -6% | -1% | O=C(Nc1ccc(Br)cc1)C1OCCc2ccccc21 (stereo unspecified) |
| 28% | 3% | -1% | 2% | 6% | 3% | 1% | 2% | CC(C)CNC(=O)c1ccc(NC(=O)c2cccs2)cc1 |
| -13% | -2% | 6% | 8% | 9% | -2% | -1% | -4% | CC(C)C(CC(=O)N1CCCCC1)C1CCOC(C)(C)C1 (stereo unspecified) |
| 4% | -4% | -1% | -5% | 10% | -7% | 5% | 2% | O=C(NCCN1CCOCC1)c1cc(S(=O)(=O)NCCCN2CCCC2=O)ccc1Cl |
| -11% | ? | ? | 1% | -8% | 3% | 0% | 5% | CCCc1cc(C(=O)Nc2sc(C)c(C)c2C(=O)OCC)no1 |

Some of these compounds in order of the aGlu spleen mod value, low to high:
| SMN2 splice enh | KDM4E inh | ALDH1A1 block | GAA glycogen mod | RGS12 GoLoco inh | GAA inhib | GLA spleen mod | aGlu spleen mod | mol |
| --- | --- | --- | --- | --- | --- | --- | --- | --- |
| 4% | 3% | -3% | -4% | 3% | -6% | 1% | -12% | CC1(C)CC(=O)/C(=C(\O)c2ccccc2)C(=NCCc2ccccc2)C1 |
| -13% | -2% | -4% | 2% | -1% | 5% | 2% | -10% | C=CCn1c(Sc2nncn2C)nc2c1c(=O)[nH]c(=O)n2C |
| -5% | . | 8% | . | 1% | . | 6% | -4% | OC1CCCCC1 |
| -16% | 3% | 6% | -5% | 13% | ? | 3% | 1% | Cc1ccc(S(=O)(=O)N2CCCCC2)cc1NC(=O)COC(=O)Cc1cccc(C(F)(F)F)c1 |
